# Rad51 HR inh – blocks human Rad51 in homologous recombination | Q06609 | hRad51 DNA strand exchange, fluorescence dequenching | inhibition, % at 10 µM | 0.085% of 200,000 active;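 active means inhibition above 40% at the single screening dose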;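 further: 0% = DMSO control wells and 100% = blanks with heterologous ssDNA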
#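 Read-out basis: percent inhibition relative to plate controls and blanks / Assay system: human Rad51 nucleoprotein filaments preassembled on unlabelled ssDNA / Timing: filaments 15 min 37 °C, then compound 30 min / Control set: per-plate controls and blanks / Technique: fluorescence dequenching at 485/520 nm / Compound: 10 µM final, single point / Also added: Fluorescein- and BHQ1-tagged 47-mer duplex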
# zVAD death inh – L929 zVAD cell death inhibition; L929 zVAD necroptosis rescue, ATP luminescence, 24 h; with zVAD 60 µM; AID 1377; viability rescue, % at 10 µM; 0.38% of 220,000 active;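 active means activation, scaled between plate controls, above about 75%, limit read from the data; inactive means activation under that limit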;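 further: 0% = zVAD with DMSO and 100% = DMSO alone without zVAD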
# 14-3-3 Bad PPI – disrupts binding of bovine 14-3-3 zeta to phospho-Bad peptide | P63103 | TR-FRET 14-3-3zeta/Dy647-pBad peptide displacement, 1 h | inhibition, % at 21.7 µM | 0.71% of 220,000 active | AID 781;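 active means inhibition above about 70%, limit read from the data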;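 further: 0% = full 14-3-3 plus peptide FRET controls and 100% = background without 14-3-3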
# eIF4E-4G inh – eIF4E/eIF4G interaction inhibition in translation initiation; TR-FRET eIF4E-eIF4GI(517-606) binding, 2 h; inhibition, % at 21.7 µM; 0.37% of 220,000 active;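 active means inhibition above about 30%, limit read from the data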;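 further: 0% = full FRET control wells and 100% = background wells lacking eIF4GI fragment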
# Target sequence (P63073 whole entry, looked up, the tested form may be a part): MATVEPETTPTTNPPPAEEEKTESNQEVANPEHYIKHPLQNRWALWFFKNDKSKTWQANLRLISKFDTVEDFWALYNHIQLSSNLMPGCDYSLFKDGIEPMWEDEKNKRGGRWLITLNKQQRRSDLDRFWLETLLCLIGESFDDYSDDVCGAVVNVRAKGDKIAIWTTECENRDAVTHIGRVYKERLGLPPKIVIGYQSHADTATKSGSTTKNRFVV
# Target sequence (Q04637 whole entry, looked up, the tested form may be a part): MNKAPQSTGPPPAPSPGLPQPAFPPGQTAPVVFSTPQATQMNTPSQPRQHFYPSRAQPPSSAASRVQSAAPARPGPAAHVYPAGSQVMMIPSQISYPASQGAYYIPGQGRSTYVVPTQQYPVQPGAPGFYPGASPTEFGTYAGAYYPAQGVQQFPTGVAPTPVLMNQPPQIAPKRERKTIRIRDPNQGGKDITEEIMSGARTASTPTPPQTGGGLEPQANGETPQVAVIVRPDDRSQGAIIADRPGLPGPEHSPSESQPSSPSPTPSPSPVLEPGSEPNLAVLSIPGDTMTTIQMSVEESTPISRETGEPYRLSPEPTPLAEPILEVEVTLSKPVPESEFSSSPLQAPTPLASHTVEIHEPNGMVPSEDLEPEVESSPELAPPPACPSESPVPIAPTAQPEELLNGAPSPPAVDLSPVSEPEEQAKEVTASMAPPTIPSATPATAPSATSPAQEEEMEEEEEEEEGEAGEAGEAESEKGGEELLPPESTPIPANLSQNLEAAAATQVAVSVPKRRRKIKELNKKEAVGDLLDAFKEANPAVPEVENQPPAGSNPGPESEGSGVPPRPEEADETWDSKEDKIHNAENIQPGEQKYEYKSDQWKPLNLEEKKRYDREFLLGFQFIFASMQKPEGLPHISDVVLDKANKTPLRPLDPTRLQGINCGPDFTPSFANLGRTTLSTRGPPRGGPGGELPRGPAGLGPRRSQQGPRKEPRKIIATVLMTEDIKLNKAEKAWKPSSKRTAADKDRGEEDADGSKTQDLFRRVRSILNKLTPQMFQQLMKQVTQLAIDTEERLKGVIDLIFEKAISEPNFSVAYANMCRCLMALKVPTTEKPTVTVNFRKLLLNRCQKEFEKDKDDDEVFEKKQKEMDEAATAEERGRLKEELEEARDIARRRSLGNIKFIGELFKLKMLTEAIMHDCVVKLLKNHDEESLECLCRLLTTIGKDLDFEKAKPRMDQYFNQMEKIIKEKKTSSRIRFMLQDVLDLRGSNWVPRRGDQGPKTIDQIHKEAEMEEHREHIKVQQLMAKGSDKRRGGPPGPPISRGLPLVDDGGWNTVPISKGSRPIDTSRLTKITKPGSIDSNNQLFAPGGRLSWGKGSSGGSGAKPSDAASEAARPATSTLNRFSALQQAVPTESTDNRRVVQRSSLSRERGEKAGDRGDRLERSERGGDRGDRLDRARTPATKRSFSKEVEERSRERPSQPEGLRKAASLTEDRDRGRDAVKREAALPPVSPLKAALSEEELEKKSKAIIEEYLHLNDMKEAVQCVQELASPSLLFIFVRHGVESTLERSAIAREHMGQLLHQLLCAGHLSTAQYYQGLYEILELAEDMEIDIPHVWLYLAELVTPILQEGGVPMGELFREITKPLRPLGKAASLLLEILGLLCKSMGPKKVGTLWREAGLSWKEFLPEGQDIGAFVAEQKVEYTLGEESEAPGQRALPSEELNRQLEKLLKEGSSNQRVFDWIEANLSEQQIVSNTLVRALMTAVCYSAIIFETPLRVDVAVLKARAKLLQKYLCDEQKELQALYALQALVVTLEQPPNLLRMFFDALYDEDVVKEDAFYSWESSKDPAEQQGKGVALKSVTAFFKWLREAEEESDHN
# Hck Nef HTS – blocks Nef-activated human Hck kinase; P08631; Recombinant Hck-YEEI plus Nef, Z-Lyte FRET kinase assay; inhibition, % at 20 µM; 0.68% of 220,000 active;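 active means Hck-Nef kinase inhibition above about 50%, limit read from the data; inactive means inhibition below that limit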;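 further: 0% = DMSO with Hck plus Nef and 100% = Hck alone without Nef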
# EP2 modulator – EP2 receptor (human) modulation. EP2-expressing cells, cAMP HTRF FRET, PGE2 co-stimulation. AID 940. P43116. 0.83% of 260,000 active. induction, % at 25 µM;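 active means compounds whose cAMP rise, as percent of the full-agonist control response, exceeds 60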;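 further: rat C6 glioma line stably carrying human EP2 under a CMV promoter; the protocol text gives 20 µM as final concentration; 100% = response of wells given 1 µM PGE2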
# m-calpain inh – blocks pig calpain II enzyme activity; 0.37% of 220,000 active; inhibition, % at 16 µM; AID 1236; purified calpain II, fluorogenic peptide substrate, 30 min;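 active means inhibition above about 50%, limit read from the data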
# PGE2 EP2 inh – blocks the human prostaglandin E2 receptor EP2; inhibition, % at 25 µM; P43116; C6 glioma cells expressing human EP2, cAMP TR-FRET; cells stimulated with saturating PGE2; 0.52% of 260,000 active;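 active means percent inhibition above 40 after rounding to a whole number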;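 further: rat C6 glioma host cells with rolipram phosphodiesterase inhibitor present; the protocol text gives 20 µM as final concentration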
# Tb hexokinase – blocks Trypanosoma brucei hexokinase 1 activity | inhibition, % at 10 µM | recombinant TbHK1, G6PDH-coupled NADH A340 | 0.11% of 220,000 active | AID 1430;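 active means inhibition of 50% or more in the single-dose primary screen; inactive means inhibition below 50%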
# * = called active by the depositor; · = no result given; & = joins results of further samples; [ ] = remark or other dose. Not all compounds are listed; rates above refer to the full screens.
SMILES,Rad51 HR inh,zVAD death inh,14-3-3 Bad PPI,eIF4E-4G inh,Hck Nef HTS,EP2 modulator,m-calpain inh,PGE2 EP2 inh,Tb hexokinase
COc1cc(/C=C2/C(C)=C(C#N)c3nc(N)c(C#N)c(C)c32)ccc1OCC(=O)O,-29,38,-3,2,28,-46,-76,9,-34
COc1ccc(-c2nc3nc(N)nn3cc2C)cc1F,·,0.0,-2,-2,12,6,-158,8,-20
Cc1cccc2c(=O)c(Br)c(C)n(Cc3ccccc3)c12,2,1.8,-5,4,5,14,-9,13,-2
CCC1=NN(C(=O)Cc2ccc([N+](=O)[O-])cc2)C(O)(c2ccncc2)C1 (stereo not given),2,-0.6,-8,2,16,8,21,2,9
Cc1ccc(C2C3C(=O)N(c4ccccc4)C(=O)C3N3CCCN23)cc1 (stereo not given),13,0.6,-4,3,13,5,-7,7,0
CCC(=O)NC(c1cccs1)c1ccc2cccnc2c1O (stereo not given),·,7.2,-10,6,13,20,17,4,6
CCOC(=O)C1CCN(C(=O)c2cccc(C(=O)N3CCC(C(=O)OCC)CC3)c2)CC1,1,-0.1,1[fluorescence artefact?],0,0,16,-4,-4,2
COc1ccc(S(=O)(=O)N(Cc2cccs2)C2CCCC2)cc1,-2,-0.3,-2,-9,0,81*,9,5,6
CC(C)CCN1C(=O)CCC1(C)C(=O)NC1CCCCCC1 (stereo not given),5,4.4,1,-14,2,0,8,2,1
CC1=C(C(=O)OC(C)C)C(c2ccc(C)o2)C(C(=O)OC(C)C)=C(C)N1,6,0.7,-3,5,4,47,-13,5,-28
CS(=O)(=O)Nc1ccc2[nH]c(=O)[nH]c2c1,-2,1.0,-1,-2,28,24,-12,2,1
CCOC(=O)C(C(=O)c1ccccc1)C1CC(C)NC(=S)N1 (stereo not given),-45,0.1,12[fluorescence artefact?],14[fluorescence artefact?],6,27,-3,5,-1
O=C(O)c1ccc(-c2nnn(Cc3cccc(C(F)(F)F)c3)n2)cc1,5,0.4,2,-12,22,17,-6,10,0
O=C(N/N=C/c1cccnc1)C(O)(c1ccccc1)c1ccccc1,-6,0.2,-4,-2,0,10,-14,14,2
CCCN1CCC(N2CCN(c3cccc(C(F)(F)F)c3)CC2)CC1,·,4.3,47,5,0,0,27,5,-6
CC(NC(=O)c1ccccc1NS(C)(=O)=O)c1ccccc1 (stereo not given),·,-0.3,1[fluorescence artefact?],1[fluorescence artefact?],-1,18,-123,16,0
Cc1ccc(CCSCC(=O)O)cn1,1,1.8,-6[fluorescence artefact?],2[fluorescence artefact?],5,-12,-25,3,2
N#Cc1ccc(N2CCc3ccccc3C2)c([N+](=O)[O-])c1,3,0.2,0,2[fluorescence artefact?],1,32,17,6,4
S=c1[nH]ncn1/N=C/c1ccccc1,7,0.2,3,-4,0,20,-44,20,38
CC1=CC(C)(C)Nc2ccc(OC(=O)c3ccco3)cc21,0,5.3,-7,2,0,14,-131,2,-3
CC(C)OC(=O)c1c(NC(=O)c2ccco2)sc2c1CCCCC2,2,0.4,2,7,1,58,2,14,-3
CCSc1nc2sc3c(c2c(=O)[nH]1)CCc1ccccc1-3,·,0.8,-7[fluorescence artefact?],5,1,1,-18,4,-3
CNc1oc(-c2ccc(C)cc2)nc1P(=O)(c1ccccc1)c1ccccc1,-3,0.0,-16,9,-1,61*,12,8,-15
O=[N+]([O-])c1ccc(N/N=C/c2ccccc2)c(F)c1,-5,2.5,10[fluorescence artefact?],1,-3,1,14,5,-5
O=C(COc1ccc(Cl)cc1)OCC(=O)N1CCCCCC1,-3,-0.1,-1,-6,0,5,23,15,4
Cc1cccc(NC(=O)CCn2nc(C)cc2C)c1,-4,1.1,11,-3,-2,4,-14,9,1
COc1ccc(C(=O)c2cc(C(C)=O)c(Nc3ccccc3)s2)cc1,5,0.1,-15,16,7,9,28,4,1
Cc1ccc(-c2c(C(=O)NC(C)C)oc(=O)c3ccccc23)cc1,2,0.0,-10,-6,32,15,5,2,0
COc1ccc(N(CC(O)Cn2c(C)nc3ccccc32)S(=O)(=O)c2ccccc2)cc1 (stereo not given),-54,-0.3,8[fluorescence artefact?],4,2,-3,-8,10,-5
Cc1cc(NC(=O)CCC(=O)N(c2ccccc2)C(C(=O)NC2CCCC2)c2cccs2)no1 (stereo not given),-6,-0.3,-2,0,-1,20,-28,7,0
CO/N=C(/c1nonc1N)N1CCN(c2ccc([N+](=O)[O-])cc2)CC1,6,0.1,-13,-5,1,6,8,12,-7
Cc1ccc(C(=O)OCC(=O)NCCC2=CCCCC2)cc1N,-4,3.2,-6,4,-13,-42,-11,8,-1
O=C(Cc1cccs1)NNC(=O)c1ccc(F)cc1,-7,0.2,11[fluorescence artefact?],-2[fluorescence artefact?],0,3&3,25,13&4,4
COc1cc(-c2nnc(SCC(=O)OC3CCCCC3)o2)cc(OC)c1OC,-2,-0.2,1,-3,-1,-3,-34,5,2
Cc1c(C)c(C)c(S(=O)(=O)n2[nH]c(=O)c(CCO)c2C)c(C)c1C,-2,1.8,-2,6,12,3,11,9,-3
CC(NC(=S)NCc1ccc(F)cc1)C12CC3CC(CC(C3)C1)C2 (stereo not given),-121,-0.4,-8,-3,1,-7,3,5,4
CC1=C(C#N)C(=O)N(C)C(C)(C)C1,0,0.0,8,1,-2,-41&-15,5,12&10,3
Cc1ccc(N2C(=O)C3C4C=CC(CNC(=S)N5CCN(c6ccccc6)CC5)(O4)C3C2=O)cc1 (stereo not given),-2,0.6,-7,-1,17,29,-8,9,-2
CC(=O)N[C@@H](Cc1ccc(OC(F)(F)F)cc1)C(=O)O,10,0.9,-2,1,0,6,-18,15,-6
CSC1=NC2C(N1)N(C)C(=O)N2C (stereo not given),16,0.8,21[fluorescence artefact?],-8,1,9,-8,7,-6
O=C(NNC(=O)c1c(F)cccc1F)c1ccccc1OC(F)(F)F,-1,-0.3,-1,2,-1,18,5,14,-3
CN1CCN(C(=S)Nc2ccc(Cl)cc2Cl)CC1,-6,1.1,·,·,2,11,8,12,-10
CCCc1ccccc1OCCNC(C)=O,-10,-0.3,-21,-6,6,18,-7,7,-1
CCn1c(SCC(=O)N2CCN(c3ccccc3)CC2)nnc1-c1cc2cc(Cl)ccc2o1,3,0.4,0,-13[fluorescence artefact?],-1,-9,13,11,2
Cn1c(SCC(N)=O)nnc1-c1ccc(C(C)(C)C)cc1,·,0.0,-3,0,-13,1,10,8,0
CCOCCN1CCN(c2c(CC)c(C)nc3cc(-c4cc(OC)cc(OC)c4)nn23)CC1,-7,0.3,-7,-1[fluorescence artefact?],8,38,-34,2,-17
Cc1c(Cl)cccc1NC(=O)CCC(=O)NNC(=O)CCC(=O)O,0,1.9,-19,-1,24,12,-35,6,-2
CC1=C(C)NC(=S)SC1,-1,1.2,-2,-3,-2,-12,1,15,-4
COC(=O)C1CCN(C(=O)COC(=O)[C@@H]2CC(O)CN2S(=O)(=O)c2ccc3c(c2)OCCO3)CC1 (stereo not given in full),2,0.1,-7[fluorescence artefact?],-4,2,-4,-17,11,26
CC(C)[C@H](NC(=O)c1ccco1)C(=O)NC12CC3CC(CC(C3)C1)C2,4,3.4,0,2,3,15,1,5,-2
COc1ccccc1-c1nnc(SC(C(=O)c2c[nH]c3ccccc23)c2ccccc2)n1C (stereo not given),-8,0.5,7,-2,0,24,-66,9,-12
O=C(NCCC1=CCCCC1)C1CCC(CNc2c(N3CCCCC3)c(=O)c2=O)CC1 (stereo not given),-16,0.8,3,-1,16,-12,33,4,-7
CC1/C(=N/O)CC(c2ccco2)NC1c1ccco1 (stereo not given),·,·,2,4[fluorescence artefact?],-11,36,-7,8,1
O=C(Cc1ccc(F)cc1)Nc1nnc(SCC(=O)NC2CCCC2)s1,4,11,-7,-1,15,20,-13,9,-2
Clc1ccc(N=C2SCCS2)cc1,6,0.2,6,7,0,0,-5,5,-16
COC(=O)c1ccc(NC(=O)CNc2ccccc2)cc1,13,0.2,-13,2,-5,-32,4,3,-10
O=S(=O)(Nc1nc2ccccc2nc1Cl)c1ccc2c(c1)OCCO2,·,-0.5,9,0,12,5,5,14,-8
CCCN1C2CCCC1CC(NC(=S)Nc1ccc(OC)cc1)C2 (stereo not given),1,0.4,-9,-5,21,-78&-36,-5,7&2,-5
CCOC(=O)c1ccccc1NS(=O)(=O)c1ccc(OC)cc1,3,-0.5,2,1[fluorescence artefact?],9,-12,18,6,11
O=C1CC(c2ccco2)=Nc2ccccc2N1,-5,0.6,-2[fluorescence artefact?],1,1,-19,-3,9,-7

# Gathered by group, those above with a cyano group.
SMILES,Rad51 HR inh,zVAD death inh,14-3-3 Bad PPI,eIF4E-4G inh,Hck Nef HTS,EP2 modulator,m-calpain inh,PGE2 EP2 inh,Tb hexokinase
COc1cc(/C=C2/C(C)=C(C#N)c3nc(N)c(C#N)c(C)c32)ccc1OCC(=O)O,-29,38,-3,2,28,-46,-76,9,-34
N#Cc1ccc(N2CCc3ccccc3C2)c([N+](=O)[O-])c1,3,0.2,0,2[fluorescence artefact?],1,32,17,6,4
CC1=C(C#N)C(=O)N(C)C(C)(C)C1,0,0.0,8,1,-2,-41&-15,5,12&10,3

# More structures follow:
SMILES,Rad51 HR inh,zVAD death inh,14-3-3 Bad PPI,eIF4E-4G inh,Hck Nef HTS,EP2 modulator,m-calpain inh,PGE2 EP2 inh,Tb hexokinase
CCOc1ccc(C(=O)Nc2cccc(C(=O)O)c2C)cc1Cl,5,-0.7,0[fluorescence artefact?],3,-1,8,-12,5,-3
CCOc1ccc(C(=O)c2cc([N+](=O)[O-])ccc2Cl)cc1,·,-0.3,11,2,0,7,17,11,2
CC(C)N1CCC(N2CCN(CCCn3cccn3)CC2CCO)CC1 (stereo not given),0,17,-2,3,17,13,-26,17,-6
CCC(=O)Oc1ccc2c(C)cc(=O)oc2c1C(=O)CC,11,0.6,5,-6,154*,4,-60,4,-28
CC(C)Nc1ncnc2c1cnn2-c1ccccc1,-2,6.1,0[fluorescence artefact?],-2,21,-57,7,13,-4
COc1ccc(CS(=O)c2nc(C)cc(C)c2S(C)(=O)=O)cc1 (stereo not given),-4,0.5,-17,-1,18,16,0,1,-2
CCOC(=O)c1ccc(CNC(=O)Cn2nnc(-c3ccccc3)n2)o1,0,4.1,-10,1,24,29,6,11,-3
COc1cccc(/C=C2\N=C(SC)SC2=O)c1OC,-1,2.5,9,-1,0,-2,-20,11,-2
COc1cc2cccc(OC)c(=O)c2c(OC)c1OC,1,1.6,-16,0,19,9,21,12,-13
O=C1Nc2ccccc2C1Cc1ccccc1 (stereo not given),·,1.3,4,-2,27,-28,9,3,-1
O=c1oc(-c2cccc(S(=O)(=O)N3CCOCC3)c2)nc2ccccc12,0,1.2,4,-7,-3,-12,8,13,-2
O=C(O)c1ccc(C(=O)c2ccc3c(c2)C(=O)N(Cc2ccco2)C3=O)cc1,-4,0.1,2,6,7,3,-55,7,-2
O=C(NC(=S)Nc1ccc(N2CCOCC2)cc1)c1ccc(Cl)cc1,6,0.0,-7,-1[fluorescence artefact?],2,-9,23,8,33
CC1=C(O)C(=O)OC1c1c(Cl)cccc1Cl (stereo not given),11,-0.1,-2,-10,10,-13,-16,5,26
COc1cccc(C2C(C(=O)Nc3cccnc3)=C(C)Nc3nnnn32)c1OC (stereo not given),5,2.6,3,2,-1,4,1,4,-3
COc1ccccc1C/C(N)=N/OC(=O)COc1ccc(C)cc1C,8,0.0,·,·,-2,·,·,11,-3

# Screening results from PubChem.
